# NPC1 prom act – activators of NPC1 promoter. Huh7 NPC1 promoter luciferase reporter, 24 h. Potency, µM (series often up to 9.22 µM), without a hit: at the top dose activation, hits mostly activators. 320,000 tested, 2.4% active. AID 485313;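 further: % of control where 0% means no effect; nearly all actives have a fitted effect of over 60% in size; reporter is driven by a mutant NPC1 promoter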
#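 Luciferase expression driven by the NPC1 promoter was measured in stably transfected Huh7 cells after a 24 h compound incubation, using a luciferase reagent and a luminescence read.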
# RORgamma inh – blocks mouse ROR gamma transcriptional activity | P51450 | Drosophila S2 Gal4-RORgamma UAS-luciferase reporter, 20 h | Potency, µM (series often up to 53.6 µM), inactives show at the highest dose activity change, negative = inhibition, usual class: inhibitors | 310,000 tested, 5.4% active | AID 2551; further: on the % scale 0 is the no-effect control and ±100 the full control effect; nearly all actives have a fitted effect of over 60% in size
# Target sequence (P51450 whole entry, looked up, the tested form may be a part): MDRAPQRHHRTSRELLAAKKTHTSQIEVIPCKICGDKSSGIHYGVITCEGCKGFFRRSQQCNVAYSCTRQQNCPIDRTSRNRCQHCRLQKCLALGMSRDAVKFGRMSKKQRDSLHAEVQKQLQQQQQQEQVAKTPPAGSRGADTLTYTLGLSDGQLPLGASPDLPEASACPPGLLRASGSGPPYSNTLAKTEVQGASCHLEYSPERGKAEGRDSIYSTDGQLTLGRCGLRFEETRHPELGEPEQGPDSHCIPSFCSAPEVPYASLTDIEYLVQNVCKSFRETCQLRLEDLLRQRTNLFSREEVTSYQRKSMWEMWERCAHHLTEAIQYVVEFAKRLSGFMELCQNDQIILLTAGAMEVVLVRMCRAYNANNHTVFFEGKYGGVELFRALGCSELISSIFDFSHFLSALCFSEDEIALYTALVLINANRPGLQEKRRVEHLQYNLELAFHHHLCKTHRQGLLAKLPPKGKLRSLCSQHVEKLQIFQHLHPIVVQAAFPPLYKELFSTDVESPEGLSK
#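 Luminescence from a UAS-regulated Photinus luciferase reporter in stably transfected Drosophila Schneider cells is measured; decreased signal marks ROR gamma inhibition. Fusion expression is induced by 700 uM copper sulfate for 20 hr.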
# MBNL1 CUG block – blocks human MBNL1 binding to CUG repeat RNA; TR-FRET MBNL1-His/biotin-(CUG)12 binding, 665/545 ratio; Potency, µM (titrated, usually from 57.5 µM), for inactives: top-dose activity change, negative = inhibition, hits mostly inhibitors; 280,000 tested, 0.036% active; AID 2675; active means well fitted inhibition curve with a large enough effect in the signal ratio, with a control signal flat, not every such curve was filed as active; inconclusive means small, poorly fitted or top-dose-only effect, or effect the other way, or a change in a side signal; inactive means no such curve, though single readings can be large or run the other way; the % refers to the signal ratio; further: on the % scale 0 is the no-effect control and ±100 the full control effect
#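 Compound titration spanned 92 nM–58 uM against the MBNL1-His/biotin-(CUG)12 complex. After 60 min at room temperature with 5 nM streptavidin-XL665 and 0.055 ng/ul terbium anti-His, ratiometric 665/545 nm emission (Ex 340 nm) normalized to controls.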
# Gal4-VP16 FLuc – inhibits Gal4-VP16 luciferase reporter, ROR gamma counter-screen; Drosophila S2 Gal4-VP16 UAS-luciferase, luminescence, 20 h; Potency, µM (highest dose often 53.6 µM), for inactives: at the top dose activity, negative = inhibition, usual class: inhibitors; 310,000 tested, 3.5% active; AID 2546;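 further: Gal4-VP16 expression switched on by copper sulfate through the metallothionein promoter; on the % scale 0 is the no-effect control and ±100 the full control effect; nearly all actives have a fitted effect of over 50% in size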
# BRCA1 expr up – increases BRCA1 expression. MCF7-BRCA1-FFLuc reporter, luminescence, 48 h; response scale: scaled: vehicle 0%, 10 µM genistein 100%. Potency, µM (doses to about 46.1 µM), inactives show at the top dose activation, most hits filed as activators. 380,000 tested, 1.1% active. AID 624202; further: nearly all actives have a fitted effect of over 80% in size; some results filed as inactive show a strong effect at the top dose
#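 Luminescence from a BRCA1-driven firefly luciferase in MCF7 cells was the read-out, taken 15 min after substrate addition following 48 h compound exposure at 37 °C. Data were normalized to a 10 microM genistein control and DMSO vehicle.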
# Rab9 promoter act – Rab9 promoter activation. 320,000 tested, 2.8% active. Potency, µM (top dose mostly 9.22 µM), for inactives: at the top dose activation, negative = inhibition, actives largely listed as activators. Huh7 Rab9 promoter-luciferase reporter, luminescence, 24 h; further: % of control where 0% means no effect; nearly all actives have a fitted effect of over 60% in size
#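 Promoter activation is measured as luciferase luminescence in Huh7 cells stably transfected with a Rab9 promoter–luciferase construct, following 24 h compound exposure at 37 °C and 10 min reagent incubation at ambient temperature.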
# p53 reactivation – re-activators of mutant p53; H1299 p53-A138V BP100-luciferase reporter, luminescence, 24 h; Potency, µM (doses to about 92.2 µM), for inactives: at the top dose activity change, positive = activation, hits mostly activators; 320,000 tested, 0.063% active; AID 504706; further: % of control where 0% means no effect; nearly all actives have a fitted effect of over 45% in size
#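 H1299 (p53-null), stable ts p53-A138V + BP100-Luc; 1000 cells/well, Opti-MEM/10% FBS; cpd 4 pt, 1:5; 24 h, 37 deg C, 5% CO2; detection reagent 10 min RT; luminescence.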
# uPA surface inh – blocks generation of uPA at the cell surface. cell surface uPA generation assay, qHTS. Potency, µM (doses to about 38.3 µM), without a hit: at the top dose activity change, negative = inhibition, hits mostly inhibitors. 330,000 tested, 0.31% active. AID 540303; active means well fitted inhibition curve with a large enough effect; inconclusive means small, poorly fitted or top-dose-only effect; inactive means no such curve, though single readings can be large or run the other way; tested in mouse RAW 264.7 cells; further: on the % scale 0 is the no-effect control and ±100 the full control effect; nearly all actives have a fitted effect of over 55% in size
# FLuc modulator – counter-screen for miR-21 project: firefly luciferase inhibitors or activators. Potency, µM (titrated, usually from 57.5 µM), for the others: at the top dose activity change, negative = inhibition, hits mostly inhibitors. 360,000 tested, 6.9% active. purified FLuc, Km substrates, luminescence inhibition. P08659. AID 588342;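 further: plate controls were vehicle for no effect and reference inhibitor for full effect; nearly all actives have a fitted effect of over 55% in size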
# Target sequence (P08659 whole entry, looked up): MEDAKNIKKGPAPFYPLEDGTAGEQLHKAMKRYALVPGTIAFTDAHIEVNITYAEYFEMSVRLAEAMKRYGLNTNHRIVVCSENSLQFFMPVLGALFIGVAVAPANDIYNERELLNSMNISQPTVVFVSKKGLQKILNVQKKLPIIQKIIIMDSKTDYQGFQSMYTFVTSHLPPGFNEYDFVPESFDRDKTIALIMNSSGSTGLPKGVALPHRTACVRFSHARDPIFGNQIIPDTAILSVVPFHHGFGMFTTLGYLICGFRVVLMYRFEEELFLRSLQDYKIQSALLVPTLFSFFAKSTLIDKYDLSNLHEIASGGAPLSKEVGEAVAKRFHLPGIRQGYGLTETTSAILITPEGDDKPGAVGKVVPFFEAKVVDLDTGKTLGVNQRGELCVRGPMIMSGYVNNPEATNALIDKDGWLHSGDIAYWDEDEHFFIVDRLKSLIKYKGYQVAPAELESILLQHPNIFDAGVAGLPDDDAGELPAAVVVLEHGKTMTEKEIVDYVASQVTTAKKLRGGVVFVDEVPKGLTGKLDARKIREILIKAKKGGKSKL
#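 Biochemical qHTS of compounds, final roughly 60 µM downward over six points, against 10 nM purified firefly luciferase using Km concentrations of substrates (10 uM D-luciferin, 10 uM ATP) in Tris acetate pH 7.5 buffer; luminescence output.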
# ELG1 genotoxic – inducers of genotoxicity in HEK293T ELG1-luciferase cells; HEK293T ELG1-luciferase reporter, luminescence, 16 h; AID 504466; 330,000 tested, 1.3% active; Potency, µM (highest dose often 46 µM), without a hit: top-dose activity change, positive = activation, most hits filed as activators; further: % of control where 0% means no effect; nearly all actives have a fitted effect of over 60% in size
#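 Luminescence read-out: rising ELG1-luciferase signal, reflecting elevated ELG1 protein under genetic stress, flags genotoxic compounds. Cells were treated for 16 hr at 37 °C before ONE-Glo detection.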
# * = called active by the depositor; ? = inconclusive; . = not tested or not shown; & = joins results of further samples; [ ] = remark or other dose. Unless noted, the call rests on the fitted dose curve; in most records, active means well fitted curve in the direction sought with a large enough effect; inconclusive means small, poorly fitted or top-dose-only effect, or another doubt; inactive means no such curve, though single readings can be large; an effect the other way counts as inactive or inconclusive. Potency means the concentration at half of the fitted maximal effect.
SMILES,NPC1 prom act,RORgamma inh,MBNL1 CUG block,Gal4-VP16 FLuc,BRCA1 expr up,Rab9 promoter act,p53 reactivation,uPA surface inh,FLuc modulator,ELG1 genotoxic
Cc1cc(O)c(-c2n[nH]c3c2C(c2cccc(O)c2)N(Cc2cccnc2)C3=O)cc1Cl (stereo not given),-4%,?,-2%,-3%,-61%,2%,-5%,-1%,8%,3%
COc1cccc(NC(=O)CCC(=O)N2CC(C)Oc3ccc(C)cc32)c1 (stereo not given),0%,40%,14%,-2%,-1%,3%,.,-6%,4%,-2%
COc1cccc(C(=O)NCC(c2ccc3c(c2)OCO3)N2CCN(c3ccc(F)cc3)CC2)c1 (stereo not given),0%,.,.,.,-58%,1%,1%,11%,-1%,-17%
Cc1nc2sccn2c(=O)c1S(=O)(=O)Nc1ccc(N2CCN(S(C)(=O)=O)CC2)cc1,3%,5%,-24%,1%,-35%,-1%,-4%,-3%,0%&-7%,-22%
CC12CCC(C(=O)N(NC(=O)c3cccnc3)C1=O)C2(C)C (stereo not given),-3%,-4%,?,3%,-8%,-4%,4%,7%,6%,2%
CN1CCN(CCCNC(=O)c2cc3c(=O)n(C)c4ccccc4c3s2)CC1,-5%,-34%,?,3%,-57%,-2%,-7%,?,4%,?
COc1ccc(NC(=S)Nc2cc(C)[nH]n2)cc1Cl,?,?,-7%,?,95%,?,18%,6%,17µM*,15%
CN(CC(=O)Nc1cccc(F)c1)C(=O)C1CCN(C(=O)c2ccc(Cl)cc2)CC1,0%,.,.,.,0%,0%,?,12%,0%,-2%
C=CCOC(=O)C1=C(C)NC(=S)C(C#N)(CC=C)C1c1ccccc1Cl (stereo not given),-5%,?,.,-23%,-39%,-8%,-4%,-65%,1%,-7%
O=S(=O)(c1cccc(F)c1)N1CCN(c2ncnc3scc(-c4ccc(F)cc4)c23)CC1,-6%,.,.,.,-60%,-3%,-1%,-1%,2%,-5%
COc1ccc(C(=O)N[C@H](C(=O)NCc2cccs2)C(C)C)cc1,-2%,-4%,-10%,-2%,-16%,9%,-2%,35%[activator],-1%,-1%
Cc1sc2ncnc(NCc3ccccc3)c2c1C,-14%,-26%,18%,18µM*,-18%,-13%,0%,-8%,6%,-6%
COc1cc(OC)c(S(=O)(=O)N2CCN(C(=O)c3ccco3)CC2)cc1NC(C)=O,-1%,-3%,-11%,-15%,7%,7%,.,-8%,1%,-11%
CCc1ccc(NC2Nc3cc(C)nn3S2)cc1 (stereo not given),2.8µM*,1.6µM*,-10%[11.5 µM],5µM*,?,3.5µM*,?,2%,4.8µM*,9.2µM*
Clc1ccc2[nH]cc(-c3nnnn3-c3ccc4ccccc4c3)c2c1,-2%,9%,10%,?,-53%,-1%,11%,-1%,3%,-7%
COc1ccc(C(=O)/C=C/Nc2ccc(S(=O)(=O)Nc3cccc(C(C)=O)c3)cc2)cc1,-9%,-37%,?,5.6µM*,-33%,-17%,11%,-18%,-5%,-4%
COc1ccc(C)cc1NC(=O)CN1CCN(S(=O)(=O)c2ccc(C(C)C)cc2)CC1,-4%,-4%,-3%,-7%,-20%,0%,-9%,9%,-2%,-1%
CCOCCc1nnc(NC(=O)COC)s1,0%,14%,-6%,7%,0%,-2%,10%,-9%,-2%,1%
Cc1cc(-n2cccn2)ccc1CN1CCN(C2CCCC2)C(CCO)C1 (stereo not given),-6%,9%,-14%,-12%,-5%,19%,2%,3%,1%,-2%
CN1C(=O)C(O)(C2CCCCCC2=O)c2ccccc21 (stereo not given),3%,0%,4%,-10%,-1%,0%,.,-5%,5%,0%
Cc1c(Cl)cccc1NC(=O)CSc1ncnc2c1cnn2CCO,1%,-10%,-4%,-2%,1%,2%,7%,-7%,0%,-1%
CCOCc1nnc(NC(=O)C2CCN(C(=O)c3ccco3)CC2)s1,-2%,-9%,-7%,-25%,11%,0%,11%,-1%,-2%,-2%
COc1ccc(/C=N/NC(=O)CCCOc2ccc(Cl)cc2Cl)cc1,-3%,22%,-10%,-3%,22%,3%,5%,7%,?,1%
O=C(Nc1cc(Cl)cc(Cl)c1)c1coc(=O)c(Br)c1,-5%,?,.,-3%,-57%,-2%,8%,-5%,0%,4%
CC(=O)N1CCN(C(=O)c2cc(S(=O)(=O)N3CCCCC3)ccc2Cl)CC1,0%,.,.,.,-13%,-8%,0%,7%,0%,1%

# The closing 4 entries of the part before come first, to join the parts.
SMILES,NPC1 prom act,RORgamma inh,MBNL1 CUG block,Gal4-VP16 FLuc,BRCA1 expr up,Rab9 promoter act,p53 reactivation,uPA surface inh,FLuc modulator,ELG1 genotoxic
CCOCc1nnc(NC(=O)C2CCN(C(=O)c3ccco3)CC2)s1,-2%,-9%,-7%,-25%,11%,0%,11%,-1%,-2%,-2%
COc1ccc(/C=N/NC(=O)CCCOc2ccc(Cl)cc2Cl)cc1,-3%,22%,-10%,-3%,22%,3%,5%,7%,?,1%
O=C(Nc1cc(Cl)cc(Cl)c1)c1coc(=O)c(Br)c1,-5%,?,.,-3%,-57%,-2%,8%,-5%,0%,4%
CC(=O)N1CCN(C(=O)c2cc(S(=O)(=O)N3CCCCC3)ccc2Cl)CC1,0%,.,.,.,-13%,-8%,0%,7%,0%,1%
C/C(=C\c1ccc(F)cc1)C(=O)c1c(C)cc(C)[nH]c1=O,0%,-29%,4%,-11%,-10%,-2%,-1%,-9%,0%,-14%
CN(C)S(=O)(=O)c1ccc(C(=O)Nc2nnc(-c3ccc4c(c3)CCCC4)o2)cc1,-22%,0.13µM*,-5%,0.089µM*,-44%,-30%[inhibitor],-2%,4.5µM*,?,-33%[inhibitor]
CCOC(=O)c1c(N)sc(C(=O)Nc2ccccc2)c1C,0.45µM*,?,-2%,?,?,0.32µM*,10%,7.9µM*,1.2µM*,?
Cc1ccc(NC(=O)c2cc(C)n(-c3cccc(C)c3)c2C)cc1,15%,-39%,.,-26%,?,?,?,-6%,1.5µM*,?
Cc1ccnc(NC(=O)CNC(=O)c2ccc(C)s2)c1,15%,.,.,.,21%,-12%,?,3%,?,?
Cc1ccc(NC(=O)CCC(=O)N/N=C/c2cccs2)cc1,0%,10%,12%,13%,-5%,0%,-2%,9%,-6%,13%
Cc1nnsc1S(=O)c1ccc(Cl)cc1 (stereo not given),-1%,-22%,-2%,3%,-56%,-1%,2%,?,5%,2%
Cc1cc(C)c(NC(=O)C2CCN(c3cnccn3)CC2)c(C)c1,1%,23%,2%,-12%,12%,0%,-7%,7%,-5%,-7%
CC(=O)c1sc(NC(=O)c2c(F)cccc2F)nc1-c1ccccc1,3%,17%,?,-14%,23%,18%,0%,2%,?,5%
NC(=S)NNC(=O)/C(=C/c1ccc(Br)cc1)NC(=O)c1ccccc1,-1%,?,10%,-22%,-1%,-1%,8%,-20%,4%,-2%
Cn1c2ccccc2c(=O)c2cc(C#Cc3ccsc3)ccc21,?,14%,6%,18%,-7%,2.8µM*,.,0%,2.4µM*,10%
CC1CCC(=NNC(=O)c2ccccc2-n2cccc2)CC1 (stereo not given),0%,.,.,.,-10%,-1%,-1%,-10%,-1%,3%
CCOc1ccc(Nc2ncnc3c2nnn3Cc2ccccc2)cc1,18%,0%,-2%,-8%,-14%,18%,.,13%,-6%,8%
Cc1cc(C)n2nc(C(=O)Nc3ccc(S(=O)(=O)N(C)C)cc3)nc2n1,-7%,6%,-20%,1%,20%,-11%,-1%,-3%,1%,0%
O=C(O)CC(NS(=O)(=O)c1c(F)cc(F)cc1Br)c1ccccc1Cl (stereo not given),-6%,4%,-2%,5%,1%,-2%,1%,2%,-13%,-1%
CC(NC(=O)c1ccc(C#N)cc1)C1CC2CCC1C2 (stereo not given),-1%,24%,1%,3%,2%,1%,2%,-6%,2%,-4%
CCc1ccccc1NC(=O)c1cnc2n(c1=O)CCS2,-2%,11%,-3%,4%,3%,2%,2%,-9%,-3%,5%
Cc1ccc(C(=O)NCC(=O)OCCCOC(=O)CNC(=O)c2ccc(C)cc2)cc1,1%,.,.,.,15%,1%,-8%,2%,?,2%
O=C(COc1cccc(C(F)(F)F)c1)NCC(c1ccco1)N1CCCC1 (stereo not given),.,.,.,.,-9%,.,-9%,-14%,.,2%

# A run of entries taken from the entries so far, for reference:
SMILES,NPC1 prom act,RORgamma inh,MBNL1 CUG block,Gal4-VP16 FLuc,BRCA1 expr up,Rab9 promoter act,p53 reactivation,uPA surface inh,FLuc modulator,ELG1 genotoxic
C/C(=C\c1ccc(F)cc1)C(=O)c1c(C)cc(C)[nH]c1=O,0%,-29%,4%,-11%,-10%,-2%,-1%,-9%,0%,-14%
CN(C)S(=O)(=O)c1ccc(C(=O)Nc2nnc(-c3ccc4c(c3)CCCC4)o2)cc1,-22%,0.13µM*,-5%,0.089µM*,-44%,-30%[inhibitor],-2%,4.5µM*,?,-33%[inhibitor]
CCOC(=O)c1c(N)sc(C(=O)Nc2ccccc2)c1C,0.45µM*,?,-2%,?,?,0.32µM*,10%,7.9µM*,1.2µM*,?

# Assay outcomes (PubChem BioAssay)
